From PubChem
mcGAS RapidFire – inhibitors of Mus musculus cyclic GMP-AMP synthase, initial high-throughput assay, cell-free, RapidFire MS; 0.18% of 130,000 active; Q8C6L5; inhibition, % at 12.5 µM; AID 1259397, 2018; recombinant mouse cGAS, cGAMP by RapidFire MS;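 active = inhibition of cGAS enzyme activity at or above 60%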;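 also: enzyme stimulated by 45 bp dsDNA with ATP and GTP substrates; cGAMP share of summed cGAMP plus half ATP and half GTP signals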
Target sequence (Q8C6L5 whole entry, looked up): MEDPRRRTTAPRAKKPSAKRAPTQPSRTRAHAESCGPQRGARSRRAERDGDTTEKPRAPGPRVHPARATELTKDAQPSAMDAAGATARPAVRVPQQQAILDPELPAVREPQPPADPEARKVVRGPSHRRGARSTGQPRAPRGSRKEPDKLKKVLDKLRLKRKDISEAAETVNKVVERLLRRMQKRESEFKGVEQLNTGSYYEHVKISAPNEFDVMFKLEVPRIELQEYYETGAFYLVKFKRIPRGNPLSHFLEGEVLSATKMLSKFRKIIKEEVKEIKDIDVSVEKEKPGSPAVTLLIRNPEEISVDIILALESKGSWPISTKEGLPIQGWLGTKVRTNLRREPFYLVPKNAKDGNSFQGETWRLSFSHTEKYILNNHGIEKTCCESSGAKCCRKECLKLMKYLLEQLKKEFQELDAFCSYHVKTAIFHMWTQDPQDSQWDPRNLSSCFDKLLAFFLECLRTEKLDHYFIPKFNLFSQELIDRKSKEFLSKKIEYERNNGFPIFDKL
Active calls of the source: *; & = joins results of further samples.

`CCC(NC(=O)C1(C#N)CCCCC1)c1ccccc1` (configuration not stated) gave mcGAS RapidFire 0.
For Cc1nn(C)c(C)c1CC(=O)Nc1ccc(N2CCC(O)CC2)cc1 the results were mcGAS RapidFire -2.
For Cc1ccc(S(=O)(=O)Nc2ccc3c(c2)OCCO3)c(Cl)c1 the results were mcGAS RapidFire -1.
For COC(=O)c1cc(NC(=O)C2CC(=O)NC(=NCc3ccc(OC)cc3)S2)cc(C(=O)OC)c1 (configuration not stated) the results were mcGAS RapidFire -7.
`CCC1=NOC(Cn2cnc(-c3ccccc3)c2CCn2nc(C)cc2C)C1` (configuration not stated) gave mcGAS RapidFire -28.
`Cc1onc(-c2ccccc2)c1C(=O)NCc1ccc(F)cc1` gave mcGAS RapidFire 2.
For NC(=O)C1CCCCC1Nc1ncnc2cc(F)c(F)cc12 (configuration not stated) the results were mcGAS RapidFire -11.
`Cc1ccccc1Cn1c(=O)c2c(nc3n(CCCN4CCOCC4)c(C)c(C)n23)n(C)c1=O` gave mcGAS RapidFire -10.
`COc1ccc(-c2nnc3ccc(OCCNC(=O)c4ccco4)nn23)cc1OC` gave mcGAS RapidFire 3.
Cc1ccc(Nc2nc(N3CCN(Cc4ccccc4)CC3)nc3nccnc23)cc1 was read as mcGAS RapidFire 1.
O=C(NCCc1ccc(O)cc1)c1ccc(CN2C(=O)CCC2=O)cc1 was read as mcGAS RapidFire -6.
`CC(=NN=C(N)N)c1ccc(F)cc1` gave mcGAS RapidFire -15.
Screening COc1ccc(-c2cc(C)nc(N)n2)c(-n2nc(C)cc2C)c1 returned mcGAS RapidFire -23.
For COc1cc(CNCCSc2nccn2C)ccc1OCC(O)CN1CCC(O)CC1 (configuration not stated) the results were mcGAS RapidFire 0.
Screening Cc1cccn2c(Cc3nn4c(C(C)C)nnc4s3)cnc12 returned mcGAS RapidFire -3.
For Cc1nnc(SCC(=O)NN2C(=O)NC3(CCCCC3)C2=O)n1C the results were mcGAS RapidFire -8.
For CC(C)Cc1noc(CN(C)C(=O)c2ncc[nH]2)n1 the results were mcGAS RapidFire -15.
Screening COc1ccc(C2CCCN2c2ccc3nnnn3n2)c(OC)c1 (configuration not stated) returned mcGAS RapidFire 22.
`O=C(Nc1cccc(-c2cccc(Cl)c2)c1)C1CCN(C(=O)C2CCOC2)CC1` (configuration not stated) gave mcGAS RapidFire -1.
For CCC(CC)NC(=O)Cc1csc2nc(C34CC5CC(CC(C5)C3)C4)cn12 the results were mcGAS RapidFire -11.
O=C(NC1Cc2ccccc2C1)c1ccccc1C1CCNC1 (configuration not stated) was read as mcGAS RapidFire -15.
For Cc1cc(F)ccc1NC(=O)C1CCN(c2nccs2)CC1 the results were mcGAS RapidFire -7.
For COc1ccc(CCNC(=O)c2ccc3oc(-c4cccc(F)c4)nc3c2)cc1 the results were mcGAS RapidFire -10.
CCNS(=O)(=O)c1cccc(C(=O)OCc2nc(C(C)C)no2)c1 was read as mcGAS RapidFire 4.
O=C(N[C@H]1CCCCNC1=O)c1coc(COc2cccc(C(F)(F)F)c2)n1 was read as mcGAS RapidFire -17.
For Cc1nc(-c2cccs2)sc1C(=O)OCc1cc(=O)n2ccsc2n1 the results were mcGAS RapidFire -6.
`COC(=O)C(C)(NS(=O)(=O)CCCCC#N)c1ccccc1` (configuration not stated) gave mcGAS RapidFire -2.
For O=[N+]([O-])c1ccccc1SNc1cc(C(F)(F)F)ccc1-n1ccnc1 the results were mcGAS RapidFire -8.
For Cc1occc1C(=O)Nc1ccc(C(=O)NC(C)Cc2ccncc2)cc1 (configuration not stated) the results were mcGAS RapidFire -11.
Cc1c(C(=O)N(C)CC(=O)Nc2ccc(Cl)c(Cl)c2)cnn1C was read as mcGAS RapidFire -1.
Cc1ccc(Cl)cc1NC(=O)C1CCCN1S(=O)(=O)c1c(C)noc1C (configuration not stated) was read as mcGAS RapidFire -4.
`Cc1ccc2nc(N=C(NC(=O)c3ccccc3)NC(=O)c3ccccc3)nc(C)c2c1` gave mcGAS RapidFire -10.
`CNc1nc2c(c(=O)n(C)c(=O)n2C)n1Cc1ccccc1Cl` gave mcGAS RapidFire -2.
`CCNC(=O)C1CCCN(C(=O)c2ccc(-c3ccco3)nc2C)C1` (configuration not stated) gave mcGAS RapidFire -1.
CN(CC1COc2ccccc2O1)C(=O)c1nc2ccccc2c(=O)[nH]1 (configuration not stated) was read as mcGAS RapidFire 1.
O=C(CCC1CCCN(C(=O)c2ccccc2-n2cccn2)C1)NCc1ccccc1F (configuration not stated) was read as mcGAS RapidFire -6&1.
`COc1ccccc1N1CCC(N2CCN(C)C(CCO)C2)CC1` (configuration not stated) gave mcGAS RapidFire -12&-2.
`CC1(C(=O)NS(=O)(=O)c2cccc(F)c2)CCN1C(=O)CCc1ccccc1` (configuration not stated) gave mcGAS RapidFire -11.
`COc1ccc(OC)c(C(=O)N(C)c2ccc3ccccc3c2)c1` gave mcGAS RapidFire -7.
Screening CCC(C)c1ccccc1NC(=O)c1ccc(NC(C)=O)s1 (configuration not stated) returned mcGAS RapidFire 1.

13 compounds out of the list, ordered by molar mass, smallest number first:
O=C(NC1Cc2ccccc2C1)c1ccccc1C1CCNC1 (configuration not stated) was read as mcGAS RapidFire -15.
Screening CCC(C)c1ccccc1NC(=O)c1ccc(NC(C)=O)s1 (configuration not stated) returned mcGAS RapidFire 1.
`COc1ccc(OC)c(C(=O)N(C)c2ccc3ccccc3c2)c1` gave mcGAS RapidFire -7.
`COc1ccccc1N1CCC(N2CCN(C)C(CCO)C2)CC1` (configuration not stated) gave mcGAS RapidFire -12&-2.
`CNc1nc2c(c(=O)n(C)c(=O)n2C)n1Cc1ccccc1Cl` gave mcGAS RapidFire -2.
CCNS(=O)(=O)c1cccc(C(=O)OCc2nc(C(C)C)no2)c1 was read as mcGAS RapidFire 4.
Cc1c(C(=O)N(C)CC(=O)Nc2ccc(Cl)c(Cl)c2)cnn1C was read as mcGAS RapidFire -1.
For Cc1occc1C(=O)Nc1ccc(C(=O)NC(C)Cc2ccncc2)cc1 (configuration not stated) the results were mcGAS RapidFire -11.
For Cc1nc(-c2cccs2)sc1C(=O)OCc1cc(=O)n2ccsc2n1 the results were mcGAS RapidFire -6.
O=C(N[C@H]1CCCCNC1=O)c1coc(COc2cccc(C(F)(F)F)c2)n1 was read as mcGAS RapidFire -17.
Cc1ccc(Cl)cc1NC(=O)C1CCCN1S(=O)(=O)c1c(C)noc1C (configuration not stated) was read as mcGAS RapidFire -4.
`Cc1ccc2nc(N=C(NC(=O)c3ccccc3)NC(=O)c3ccccc3)nc(C)c2c1` gave mcGAS RapidFire -10.
O=C(CCC1CCCN(C(=O)c2ccccc2-n2cccn2)C1)NCc1ccccc1F (configuration not stated) was read as mcGAS RapidFire -6&1.

Next entries follow.
Screening O=C(c1csc(N2CCNC2=O)n1)N1CCCCC1 returned mcGAS RapidFire -8.
`O=c1[nH]nc(C2CCN(c3cnc4ccccc4n3)CC2)n1Cc1ccccc1` gave mcGAS RapidFire -14.
`COc1ccc(NC(=O)N2CCCN(C(=O)c3cccc(C)c3)CC2)cc1` gave mcGAS RapidFire -9.
`CCOC(=O)C1(CCCc2ccccc2)CCCN(C(=O)c2cc3ncccn3n2)C1` (configuration not stated) gave mcGAS RapidFire 1.
For CCc1cc2c(SCC(=O)C(C)(C)C)ncnc2s1 the results were mcGAS RapidFire -2.
`CCCCCn1c(CN(C)Cc2ccccc2)nc2c1c(=O)n(C)c(=O)n2C` gave mcGAS RapidFire 2.
For COc1cc(F)ccc1-c1ccc2nc[nH]c2c1 the results were mcGAS RapidFire -11.
`CCN(CC)C(=O)CC1(C)N=C(c2cccc(C(F)(F)F)c2)N(C)O1` (configuration not stated) gave mcGAS RapidFire -13.
CC(C)Oc1cccc(F)c1-c1ccc2c(c1)CC(=O)N2 was read as mcGAS RapidFire -2.
CCOc1ccc(C(F)(F)F)cc1NC(=O)C1CC(=O)N(C(C)C)C1 (configuration not stated) was read as mcGAS RapidFire -14.
CC(SCCCc1ccccc1)C(=O)Nc1ccccc1Cl (configuration not stated) was read as mcGAS RapidFire -9.
Screening COc1c[nH]c(C(=O)Nc2cc(C)cc(C)c2)cc1=O returned mcGAS RapidFire 4.
Clc1ccccc1-c1cc(C2CCN(Cc3cc4n(n3)CCNC4)CC2)[nH]n1 was read as mcGAS RapidFire -14.
O=C(CN1CSCC1=O)N1CCN(c2ncccn2)CC1 was read as mcGAS RapidFire -13.
CC(Sc1nnc(COc2ccc(F)cc2)o1)C(=O)NC(=O)NC1CC1 (configuration not stated) was read as mcGAS RapidFire -5.
`BrC(=Cc1ccccc1)C1Nc2cccc3cccc(c23)N1` gave mcGAS RapidFire -5.
Screening O=C(Nc1ccsc1)N1CCN(Cc2ccccc2)CC1 returned mcGAS RapidFire -22.
`Cc1cc(C)c(NC(=O)CN(C)C(=O)c2cnc3c(cnn3C(C)C)c2)c(C)c1` gave mcGAS RapidFire 10.
`COc1ccc(NC(=O)CSc2nc(C)cc(=O)[nH]2)cc1` gave mcGAS RapidFire -2.
CCOC(=O)CC1CCCCN1C(=O)Nc1ccc(OC)cc1C (configuration not stated) was read as mcGAS RapidFire -12.
For CCC(=O)Nc1cc(-c2cccs2)nn1-c1nc(C)cc(=O)[nH]1 the results were mcGAS RapidFire 8.
Cn1cc(S(=O)(=O)Nc2ccc(N3CCCC3)c(Cl)c2)cn1 was read as mcGAS RapidFire 3.
CC1=C(C(=O)Nc2cc(C)on2)C(c2ccc(F)cc2F)N(C)C(=O)N1C (configuration not stated) was read as mcGAS RapidFire -8.
Cc1cc(C(C)NC(=O)N2CCC(n3cncn3)CC2)c(C)s1 (configuration not stated) was read as mcGAS RapidFire -11.
For CCCc1cc(C(=O)N2C[C@H](O)[C@@H](N3CCOCC3)C2)cs1 the results were mcGAS RapidFire -3.
`CCCN(Cc1ccc(C#N)cc1)Cn1ncn(C2CC2)c1=S` gave mcGAS RapidFire -5.
CNCC(O)c1ccc(O)c(O)c1 (configuration not stated) was read as mcGAS RapidFire -13&3.
For COC(=O)c1cc(Cl)cc(NCc2cccc(C(N)=O)c2)c1 the results were mcGAS RapidFire -6.
For COc1ccc(NCC(=O)NCC(F)(F)F)cc1Cl the results were mcGAS RapidFire -36.
`COc1ccc(Nc2cc(C)nc(N3CCN(C(=O)c4cccc5ccccc45)CC3)n2)cc1` gave mcGAS RapidFire -6.
CCOc1ccc(C(=O)n2sc(=O)c3ccccc32)cc1OCC was read as mcGAS RapidFire -2.
Screening CN(Cn1nc(-c2ccccc2)oc1=S)c1ccccc1 returned mcGAS RapidFire -7.
`Cc1ccccc1-n1ncc(C(=O)N2CCN(CC(F)(F)F)CC2)c1C1CC1` gave mcGAS RapidFire -16.
Screening COc1cccc(CN(C)c2nc(CN3CCOCC3)nc3sc4c(c23)CCC4)c1OC returned mcGAS RapidFire 3.
For CN(C)C=Nc1cnc2c(c1)c(=O)[nH]c(=O)n2C the results were mcGAS RapidFire -13.
CC(C)CN1CC(C(=O)NCc2cc(-c3ccco3)on2)CC1=O (configuration not stated) was read as mcGAS RapidFire -4.
Screening O=C(Cc1ccccc1)NO returned mcGAS RapidFire -17.
For CC(=O)C1=C(c2ccc(Cl)cc2)NC(=O)NC1c1ccc(C#N)cc1 (configuration not stated) the results were mcGAS RapidFire 6.
CC(=O)Nc1ccc(Sc2nc(C)cc(C)c2C#N)cc1 was read as mcGAS RapidFire 3.
`CCn1c(CC2CCN(C(=O)c3cnn4ccn(C)c34)CC2)nn(C)c1=O` gave mcGAS RapidFire -36.
`Cc1cc(C)n(C(C[N+](=O)[O-])c2ccc(F)cc2)n1` (configuration not stated) gave mcGAS RapidFire -2.
`CN(Cc1cnccn1)Cc1cn(C)nc1-c1ccc(C2CCCCC2)cc1` gave mcGAS RapidFire -9.
CCSc1nnc(NC(=O)CN2CCC(O)(c3cccnc3)CC2)s1 was read as mcGAS RapidFire -10.
COc1cccc(-n2cc(CN(C)Cc3cccnc3)cn2)c1 was read as mcGAS RapidFire -35.
Screening COc1cccc2c1OCC(C(=O)N1CCC3(CC1)NCCNC3=O)C2 (configuration not stated) returned mcGAS RapidFire -6.
For O=C(NCc1ccc(CN2CCCCCC2)cc1)c1cnsn1 the results were mcGAS RapidFire -3.
`C[n+]1ccc(-c2nc3ccc4ccccc4c3c3c2CCCCC3)cc1` gave mcGAS RapidFire 14.
Cc1cc2nc(CN3CCCC3c3nc4ccc(F)cc4[nH]3)cc(=O)n2[nH]1 (configuration not stated) was read as mcGAS RapidFire -17.
For COc1cccc(OCCN2CCN(C(=O)c3cc4cc(Cl)cc(Cl)c4oc3=O)CC2)c1 the results were mcGAS RapidFire 12.
CCc1ncc(C(=O)N2CCC3(CC2)N=C(c2cccc(C)c2)NC3=O)cn1 was read as mcGAS RapidFire -14.
Screening COc1cc(NC(=O)CSc2ncnc3c2cnn3C)cc(OC)c1 returned mcGAS RapidFire -2.
`CCCSc1nnc2c(n1)-c1cccc3cccc-2c13` gave mcGAS RapidFire -12.
For CCCCC(=O)Nn1cnc2sc(C)c(C)c2c1=O the results were mcGAS RapidFire -4.
COc1ccc(CN2CCN(Cc3nc4ccccc4s3)CC2CCO)cc1C (configuration not stated) was read as mcGAS RapidFire -6.
CCn1cc(CN(C)C(=O)c2oc3cc(OC)ccc3c2C)cn1 was read as mcGAS RapidFire -42.
Screening O=C(NCC1(O)CCCNCC1)c1ccc(=O)[nH]c1 (configuration not stated) returned mcGAS RapidFire -6.
For O=C(C=Cc1ccc(Br)s1)N1CCN(C(=O)c2cccs2)CC1 the results were mcGAS RapidFire -8.
`N#Cc1ccc(CSc2ccc(S(=O)(=O)N3CCCC3)cn2)cc1` gave mcGAS RapidFire -16.
CCCn1c(=O)c2c(nc3n(Cc4ccco4)c(C)c(C)n23)n(C)c1=O was read as mcGAS RapidFire -6.
`CC(C)N(Cc1cccc(Cl)c1)C(=O)NCc1ccncc1` gave mcGAS RapidFire -8.
For COc1ccc(CCN2CC(C(=O)N3CCN(Cc4cccc(C)c4)CC3)CCC2=O)cc1 (configuration not stated) the results were mcGAS RapidFire -4.
Clc1ccccc1Nc1nc2ccccc2n2cnnc12 was read as mcGAS RapidFire -2.
For COC(=O)Cc1[nH]nc2c1C1(CCSCC1)C(C#N)C(=N)O2 (configuration not stated) the results were mcGAS RapidFire -15.
For CC(C)Cc1nnc2sc(CCc3nc(-c4ccco4)no3)nn12 the results were mcGAS RapidFire 1.
COc1cccc(C(=O)N(C)C)c1OCc1nc(CC(C)C)no1 was read as mcGAS RapidFire -3.

The list is partial, so the mix of outcomes need not match the whole.
